# High-throughput results: PubChem, several laboratories
# TNAP inh no acc: human TNAP enzyme inhibitors, primary screen, biochemical, luminescent, no phosphate acceptor, uHTS; purified TNAP, CDP-star luminescence, 30 min; inhibition, % at 20 µM; hit rate 0.26% among 200,000;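 active = tissue-nonspecific alkaline phosphatase inhibition above about 50% at 20 µM in the single-dose screen, limit read from the data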;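 also: 0% = DMSO negative control and 100% = EDTA positive control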
# Target sequence (P05186 whole entry, looked up): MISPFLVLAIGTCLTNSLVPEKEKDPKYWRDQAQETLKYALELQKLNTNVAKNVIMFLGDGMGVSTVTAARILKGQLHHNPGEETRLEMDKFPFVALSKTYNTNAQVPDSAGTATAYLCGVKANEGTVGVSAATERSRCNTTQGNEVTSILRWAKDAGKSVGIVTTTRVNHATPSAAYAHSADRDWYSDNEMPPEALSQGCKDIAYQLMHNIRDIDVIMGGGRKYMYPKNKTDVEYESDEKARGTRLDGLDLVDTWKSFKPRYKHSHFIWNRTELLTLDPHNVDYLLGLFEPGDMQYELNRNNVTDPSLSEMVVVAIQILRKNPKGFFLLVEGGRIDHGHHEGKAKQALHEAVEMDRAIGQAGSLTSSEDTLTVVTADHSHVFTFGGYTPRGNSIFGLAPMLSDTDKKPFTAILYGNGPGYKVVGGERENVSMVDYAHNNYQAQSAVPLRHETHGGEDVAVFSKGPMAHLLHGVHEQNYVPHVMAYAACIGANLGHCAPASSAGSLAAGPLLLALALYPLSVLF
# TNAP act hi DEA: TNAP activators at high phosphate acceptor level, primary screen, biochemical, luminescence, uHTS; Alkaline phosphatase, tissue-nonspecific isozyme (Homo sapiens), P05186; purified TNAP, CDP-star luminescence, 1 M DEA, 30 min; stronger effect = higher value; 0 = EDTA background, 1 = DMSO-only activity; activation factor at 20 µM; 200,000 tested, under 10 active;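 active = activation factor at least 2 at 20 µM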
#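 Control set: EDTA negative control, DMSO positive control / Assay system: human TNAP / Quantity: TNAP 1/800 final / Evaluation: TNAP activation factor scaled between EDTA and DMSO control wells / Measured by: luminescent substrate turnover signal / Compound dosing: one dose, 20 µM / Times: 30 min enzyme reaction at room temperature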
# bIAP inh: bovine intestinal alkaline phosphatase inhibitors, primary screen, selectivity assay for TNAP inhibitor project, biochemical, bovine IAP, CDP-star luminescence; purified bovine IAP, 30 min; 190,000 tested, under 10 active; AID 1019, 2008; inhibition, % at 20 µM;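 active = over 50% inhibition of intestinal alkaline phosphatase at 20 µM in the single-dose screen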
#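 test system = bovine IAP enzyme | medium = DEA buffer 100 mM, pH 9.8, with MgCl2 1.0 mM, ZnCl2 0.02 mM | detection = luminescence | dosing = single compound dose of 20 µM, 2% DMSO final | incubation = 30 min reaction at room temperature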
# Lmaj promast: Leishmania major promastigote growth inhibition, primary screen; inhibition, % at 10 µM; Leishmania major promastigotes, resazurin fluorescence viability; AID 1063, 2008; hit rate 9% among 200,000; in the data active = inhibition above about 50%;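 also: promastigotes grown with compound for 44 hours at 28 °C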
# PMI act: activators of human PMI, primary screen, biochemical, fluorescence intensity, near-Km mannose 6-phosphate. purified human PMI, coupled resazurin fluorescence, 20 min; stronger effect = higher value; 1 = vehicle control, 0 substrate-free wells. activation factor at 20 µM. hit rate 0.005% among 190,000. Mannose-6-phosphate isomerase (Homo sapiens), P34949. AID 1214, 2008;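 active = activation factor of 2 or more at 20 µM, relative to plate controls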
# Target sequence (P34949 whole entry, looked up): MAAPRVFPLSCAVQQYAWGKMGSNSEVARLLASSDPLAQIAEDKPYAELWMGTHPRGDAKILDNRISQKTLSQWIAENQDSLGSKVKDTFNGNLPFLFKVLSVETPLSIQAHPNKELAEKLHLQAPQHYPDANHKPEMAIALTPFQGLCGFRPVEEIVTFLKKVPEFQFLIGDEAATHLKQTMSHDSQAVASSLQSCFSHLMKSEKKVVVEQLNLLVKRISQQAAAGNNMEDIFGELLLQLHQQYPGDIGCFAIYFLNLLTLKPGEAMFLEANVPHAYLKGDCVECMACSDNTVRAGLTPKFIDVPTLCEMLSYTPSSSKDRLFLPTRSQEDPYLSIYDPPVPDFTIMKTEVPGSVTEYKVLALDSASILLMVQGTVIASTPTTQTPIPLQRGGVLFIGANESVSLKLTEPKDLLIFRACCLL
# bIAP activator: bovine intestinal alkaline phosphatase activators, primary screen, biochemical, bovine IAP, CDP-star luminescence; activation factor at 20 µM; AID 1016, 2008; hit rate 0.17% among 200,000; alkaline phosphatase, intestinal [Bos taurus]; purified bovine IAP, 30 min; stronger effect = higher value; fold of DMSO-control signal, blank-subtracted;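 active = activation factor of 2 or more at 20 µM, a signal rise over negative controls twice the positive control's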
# Diaphorase act: compounds boosting diaphorase resazurin reduction – biochemical, uHTS, resorufin fluorescence, counter-screen for diaphorase-coupled primary assays, primary screen; Diaphorase/resazurin coupled assay, 16 min; stronger effect = higher value; 1 = vehicle wells, 0 = NADH-free wells; hit rate 0.005% among 190,000; activation factor at 20 µM; AID 1229, 2008;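 active = diaphorase activity raised at least twofold by the compound at 20 µM; inactive = activation factor below 2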
#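 Measured by – red resorufin fluorescence at 544/590 nm excitation/emission · Test system – Clostridium kluyveri diaphorase, purified enzyme · Incubation – reaction time 16 min, room temperature · Buffer or medium – 50 mM HEPES pH 7.4 with 4.542 mM MgCl2, 0.005% Tween 20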
# Diaph inh CS: diaphorase inhibitors and chemical oxidizers, primary screen, counter-screen for diaphorase-coupled primary assays, biochemical, uHTS, resorufin fluorescence. diaphorase resazurin-to-resorufin fluorescence, NADH, 16 min; bacterial (C. kluyveri) enzyme, not human. inhibition, % at 20 µM. hit rate 0.69% among 190,000. AID 1217, 2008;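 active = primary screen inhibition at 20 µM above a set limit, cut at about 50% in these data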;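 also: plate controls were DMSO with full reaction for no effect and wells lacking NADH for full effect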
#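 Assay system: diaphorase enzyme from Clostridium kluyveri; Input: enzyme working solution with 0.14 U/mL diaphorase; Timing: 16 min at room temperature; Technique: resorufin fluorescence, excitation 544 nm, emission 590 nm; Benchmarks: positive control minus NADH, DMSO neutral control.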
# PMI act hi M6P: human PMI activators, high substrate, primary screen, biochemical, fluorescence intensity, near-saturating mannose 6-phosphate. Mannose-6-phosphate isomerase (Homo sapiens), P34949. coupled PMI enzyme assay, resazurin fluorescence, 20 min; stronger effect = higher value; 1 = untreated enzyme, 0 = substrate-free blank. activation factor at 20 µM. hit rate 0.34% among 190,000. AID 1216, 2008;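 active = activation factor of 2 or more at 20 µM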
#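 Test system: human phosphomannose isomerase with PGI, G6PDH, diaphorase coupling enzymes; Amount: PMI at 15 ng/mL final; Reagent: Mannose-6-phosphate 1.0 mM (near-saturating) plus 0.22 mM NADP+; Timing: 20 min, room temperature; Technique: resorufin fluorescence at Ex 544/Em 590 nm; Dosing: 20 µM single dose.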
# TNAP inh hiacc: human TNAP enzyme inhibitors, primary screen, biochemical, luminescent, high phosphate acceptor level, uHTS. Alkaline phosphatase, tissue-nonspecific isozyme (Homo sapiens), P05186. purified TNAP, CDP-star luminescence, 1 M DEA. inhibition, % at 20 µM. hit rate 0.03% among 200,000;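 active = over 50% inhibition of tissue-nonspecific alkaline phosphatase at 20 µM in the single-dose screen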;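 also: plate controls were DMSO wells for no effect and EDTA-quenched wells as full inhibition for full effect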
# Numbers without * were called inactive; nt = no result given.
SMILES,TNAP inh no acc,TNAP act hi DEA,bIAP inh,Lmaj promast,PMI act,bIAP activator,Diaphorase act,Diaph inh CS,PMI act hi M6P,TNAP inh hiacc
Nc1nc(SCC(=O)Nc2c(Br)cc([N+](=O)[O-])cc2Br)n[nH]1,-43,1,nt,5,1,0,0.8,18,0.9,-1
CC(NC(=O)OCc1ccccc1)C(=O)OCN1C(=O)c2ccccc2C1=O (configuration not stated),-4,1,10,9,0.8,0.9,0.8,21,0.8,0
COc1cccc(C2(c3cccc(OC)c3)CC2C(=O)Nc2ccc(F)cc2)c1 (configuration not stated),-20,1,10,1,0.8,0.9,0.8,19,0.9,0
CCCCn1c(/N=C/c2cc(OC)ccc2O)nc2ccccc21,-6,1,10,15,0.9,0.9,0.7,27,0.8,-4
Cn1c(CSc2ccccc2)c(C#N)c2ccccc21,-3,1,nt,-4,1,0.2,0.9,13,1,-1
CN(C)NC(=O)c1ccsc1NC(=O)c1ccc(S(=O)(=O)N(C)C)cc1,-4,1,2,11,0.9,1,0.9,14,1,0
COc1ccccc1C/C(N)=N/OC(=O)c1cccs1,-16,1.1,13,7,1,0.9,1,4,1,-9
CC1(C)CN(c2ccc(CC#N)cc2)C1=O,-8,1,-10,6,1.1,1.1,1,-1,1.1,2
COCc1c(C(=O)OCC(=O)c2c(N)n(CC(C)C)c(=O)n(C)c2=O)oc2ccccc12,-6,1.1,-7,19,1,1.1,0.9,10,1,-6
COc1ccc(CCNS(=O)(=O)c2ccc3c(c2)OCCO3)cc1OC,-6,1.1,8,-4,1,0.9,0.9,10,1,-5
COc1ccc(/C=C2\SC(=O)N(CCNC(=O)C3CC(=O)N(c4ccccc4)C3)C2=O)cc1 (configuration not stated),11,1,9,9,1.1,0.9,1,1,1.1,0
Cc1noc(C)c1COc1cccc(C(=O)OC(C)C(=O)Nc2c(C)n(C)n(-c3ccccc3)c2=O)c1 (configuration not stated),1,1,-24,-8,1,1.2,1,5,1,1
Clc1ccc(Cn2ncc3c(N4CCOCC4)ncnc32)cc1,0,1,-3,-5,0.9,1,1,0,1,-2
Cc1cccc(OCC(=O)N2CCOCC2)c1,-5,1,-1,-8,1.1,1,1.1,-5,1.1,-3
COCCCNC(=S)NCCNc1nc2cc(C)c(C)cc2cc1C#N,-12,1,7,20,1.6,0.9,0.9,11,2.1*,-2
O=C(NCc1ccccn1)C1C2C=CC(C2)C1C(=O)Nc1ccc(F)cc1 (configuration not stated),-9,1,4,76*,1,1,1,3,1,0
COc1cc2c(cc1OC)C1=NC(=O)CN1C(SCc1ccccc1)=N2,-3,1,4,0,0.8,1,0.7,27,1,-3
C1=CC2CCC1ON2c1ccccc1 (configuration not stated),4,1,-14,0,1,1.1,0.9,10,0.9,3
Cc1ccnc(NS(=O)(=O)c2ccc(NC(=O)c3ccc(S(=O)(=O)N(C)C)cc3)cc2)n1,-11,1,10,-6,1.1,0.9,1,0,1,-3
Cc1cccc(NCCC(=O)c2ccc(Br)cc2)c1,-9,1,15,54*,0.7,0.8,0.8,20,0.7,-2
Cc1nc(Cl)c2c(n1)N(CC(N)=O)C(=O)CO2,0,1,3,-6,1,1,0.9,10,1.1,1
CCOC(=O)c1c(N)sc(C(=O)N(C)C)c1C,-15,1.1,5,-7,1.1,1,0.9,12,1,-8
Cn1c(=O)n(C)c2cc([N+](=O)[O-])c(N3CCN(S(C)(=O)=O)CC3)cc21,-6,1,29,39,1.1,0.7,1.1,-6,1,3
Clc1nc(NCc2cccnc2)nc(N2CCOCC2)n1,-9,1,5,-3,1.1,0.9,1.2,-19,1.1,-4
CCCSc1ccc(-c2nn(-c3ccccc3)cc2/C=C(/C#N)C(=O)NCCCOC)cc1,-4,1,9,86*,0.9,0.9,0.9,10,0.9,-2
O=C(CN1CCN(Cc2ccc(F)cc2Cl)C1=O)NCCc1ccccc1,-4,0.9,-7,-3,1,1.1,0.9,6,1,5
Cc1ccc(Nc2nc3ccccc3nc2-n2nc(C)cc2C)cc1,-11,1,19,-6,0.9,0.8,0.9,5,0.9,-5
Cc1cc(C)n(-c2ncc(-c3ccccc3)nn2)n1,-20,1.1,-6,1,1,1.1,1,-3,1.1,-5
C=CCn1c(SCn2nnc3ccccc3c2=O)nnc1C1CCCCC1,-11,1.1,6,-2,1,0.9,0.8,18,1,-8
O=C(CSc1nnc2scc(-c3ccccc3)n12)Nc1ccc2c(c1)OCCO2,-16,1,4,-7,0.9,1,0.9,9,1,-4
Cc1cc2cc(CN(Cc3cccs3)Cc3nnnn3CC3CCCO3)c(=O)[nH]c2cc1C (configuration not stated),-5,1,10,21,0.9,0.9,0.8,17,1,-2
CC1(C)Cc2c(C#N)c(N)sc(=S)c2CS1,-12,1,7,0,0.9,0.9,0.7,30,1.1,-4
Cn1nnc(C(O)CNCc2ccc(Cl)cc2)n1 (configuration not stated),-14,1.1,-5,-4,1.3,1.1,1.2,-19,1.3,-7
c1coc(-c2nc3nc4ccccc4nc3n2-c2ccc3c(c2)OCCO3)c1,-8,1.1,4,84*,1,1,0.8,16,1,-5
CCC(=O)Nc1ccc(NC(=O)c2cccc(OC)c2)nc1,-11,1,16,1,1,0.8,0.9,13,0.9,-3
O=C(COC(=O)c1cc(=O)c2ccccc2o1)NC1CCCC1,-91,1,3,-6,1.2,1,1,1,0.7,4

# 5 entries from above, sorted by heavy-atom count, descending:
SMILES,TNAP inh no acc,TNAP act hi DEA,bIAP inh,Lmaj promast,PMI act,bIAP activator,Diaphorase act,Diaph inh CS,PMI act hi M6P,TNAP inh hiacc
Cc1cc2cc(CN(Cc3cccs3)Cc3nnnn3CC3CCCO3)c(=O)[nH]c2cc1C (configuration not stated),-5,1,10,21,0.9,0.9,0.8,17,1,-2
Cc1ccc(Nc2nc3ccccc3nc2-n2nc(C)cc2C)cc1,-11,1,19,-6,0.9,0.8,0.9,5,0.9,-5
CCC(=O)Nc1ccc(NC(=O)c2cccc(OC)c2)nc1,-11,1,16,1,1,0.8,0.9,13,0.9,-3
Cn1nnc(C(O)CNCc2ccc(Cl)cc2)n1 (configuration not stated),-14,1.1,-5,-4,1.3,1.1,1.2,-19,1.3,-7
CC1(C)Cc2c(C#N)c(N)sc(=S)c2CS1,-12,1,7,0,0.9,0.9,0.7,30,1.1,-4

# (cont.)
SMILES,TNAP inh no acc,TNAP act hi DEA,bIAP inh,Lmaj promast,PMI act,bIAP activator,Diaphorase act,Diaph inh CS,PMI act hi M6P,TNAP inh hiacc
O=C(CCn1c(=O)sc2ccccc21)NCCCn1ccnc1,-2,1,15,-4,1.1,0.9,1,-2,1.1,-4
O=C(COC(=O)Cc1ccccc1F)Nc1ccc(Cl)cn1,-9,1,28,5,1,0.7,1,0,1,-1
Cc1ccc2c(CC(=O)OCC(=O)Nc3ccc(Cl)cn3)coc2c1,-13,1,4,51*,0.9,1,0.7,26,0.8,-1
CC1CCC(C(C)C)C(OC(=O)C[n+]2cc(-c3ccc(Cl)cc3)n3c2CCCCC3)C1 (configuration not stated),-7,1.1,-86,100*,1.1,1.9,0.9,7,1,-12
CCN1CCN(c2nc(N)c([N+](=O)[O-])c(Nc3cccc(C)c3)n2)CC1,-3,1,-7,100*,0.9,1.1,1,2,1,-4
Cc1cc(C(=O)O)c(S(C)(=O)=O)s1,-13,1,7,-5,1,0.9,0.9,12,1,-1
O=S(=O)(Nc1ncccn1)c1ccc(-n2cnnn2)cc1,-12,1,-2,-5,1,1,0.9,7,0.9,-5
Cc1ccccc1CS(=O)(=O)CCC(=O)NCCCN1CCOCC1,-5,1.1,6,-5,1,0.9,1,-4,1,-7
O=C(NC1CCCCC1)NC1CC2CCC(C1)N2C(=O)NCc1ccccc1 (configuration not stated),-20,1.1,-23,-3,1,1.2,1,-4,1.1,-5
COc1ccc(NC(=O)CSc2nnc(C3CC3)n2N)cc1,-4,1,8,-4,0.9,0.9,0.9,6,0.9,2
CCOC(=O)N1CCN(Cc2cccs2)CC1,-6,1,11,-5,0.9,0.9,0.8,17,0.9,0
CC(C)Oc1ccc(C(=O)Nc2ccccc2N2CCCC2)cc1,-8,1,18,3,1.1,0.8,0.8,17,1.3,-2
COc1ccccc1N1CCN(C(=O)CSc2nc(-c3ccccc3)cc(=O)[nH]2)CC1,-11,1,27,-5,1,0.7,0.8,15,1.1,-2
NC(=S)N=Nc1c(O)n(Cc2ccccc2)c2ccccc12,2,0.9,-4,-6,1,1,0.9,6,1.1,7
O=C(Oc1ccc(Cl)cc1)c1ccc2nccnc2c1,-10,1.1,10,5,0.8,0.9,0.8,18,0.9,-10
Cc1ccc(C)c(OCC(=O)Nc2ccc(S(=O)(=O)Nc3ccccn3)cc2)c1C,-20,1,41,3,0.9,0.6,0.9,14,1,-4
CC(=O)c1c(C)[nH]c(C(=O)OCc2cccc(Cl)c2)c1C,-10,1,0,25,0.9,1,0.9,9,0.7,-2
O=C1C(=O)N(O)C2CCCCC2N1O (configuration not stated),-11,1,9,-4,0.9,0.9,0.9,12,0.9,-2
Cc1cc(Cl)ccc1OCC(=O)NCCCn1ccnc1,-2,1,2,-1,1.1,1,1,-4,1,-2
O=C(COc1ccc(Cl)cc1)Nc1ccccc1N1CCOCC1,-12,1,7,-2,0.9,0.9,1,5,1,-2
Cc1ccc2sc(C)[n+](CCCS(=O)(=O)[O-])c2c1,10,1,8,-4,1,0.9,0.9,9,1,3
CC(C)c1c(O)nc(SCC(=O)Nc2ccc3c(c2)CCC3)[nH]c1=O,-11,1,5,-3,0.9,0.9,0.9,8,0.9,-1
Cc1cc(C)c(C(=O)COC(=O)CCNS(=O)(=O)c2c(Cl)cccc2Cl)cc1C,-8,1.1,23,74*,1,0.8,0.9,14,0.9,-6
C/C(=N\OC(=O)c1ccc(Cl)c(Cl)c1)c1sc(C)nc1C,-8,1,0,-7,1,1,0.9,12,1,0
